Source: PubChem BioAssay (several laboratories)
HSF1 inh: HSF1 inhibition; NIH3T3-HGL HSE-luciferase, MG132-induced, luminescence 8 h; active compounds read low; 300,000 compounds, 0.77% hits; activity change, negative = inhibition, % at 7.5 µM (by protocol);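 active means more than half of replicate wells show activity change below -50%, luminescence cut by over half; inconclusive means some wells, but at most half, below -50%; inactive means no replicate well below -50%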;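 further: luciferase reports HSF-1 transcriptional activity via heat shock element; 0% = median of DMSO wells and -100% = zero luminescence signal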
KLF5 inh: kruppel-like factor 5 inhibition. inhibition, % at 5 µM. 290,000 compounds, 0.23% hits. DLD-1 KLF5 promoter-luciferase reporter, luminescence;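 active means inhibition above a per-plate limit of that plate's mean compound inhibition plus 3 SD, cut at about 60% in these data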;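 further: 0% = DMSO wells and 100% = LY294002 at 200 µM; higher means less KLF5 promoter-driven luciferase light; inactives centre near -14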
HIF act: HIF pathway transcriptional activation | 300,000 compounds, 0.32% hits | U2OS HRE-luciferase reporter, luminescence; normalized: DMSO 0%, desferrioxamine 100% | activation, % at 7.5 µM (by protocol);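 active means mean activation of at least 10% of the iron chelator positive control signal, with at least half of replicates also reaching 10%; inconclusive means mean and replicate majority disagree about reaching 10%; inactive means mean and most replicates under 10%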
Platelet DG rel: modulates dense granule release in human platelets; inhibition, %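 (compounds screened at 7.5 µM in platelet-rich plasma)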; 300,000 compounds, 0.22% hits; human platelet-rich plasma, SFLLRN dense granule ATP release, luminescence; AID 1663;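 active means mean replicate score, as percent of positive control, at or above 50; inconclusive means mean below 50 but at least one replicate at or above 50; inactive means mean and every replicate below 50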
HSF1 activator: increases HSF-1 driven luciferase reporter signal; NIH3T3-HGL HSF-1 luciferase reporter, MG132, 8 h; 100% = twice DMSO control signal; activation, % at 9 µM; 300,000 compounds, 1.7% hits; AID 504408;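 active means mean replicate activation of at least 50% with a set share of replicates each reaching 50%; inconclusive means only one of those two conditions met; inactive means mean below 50% and too few replicates reaching it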;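 further: 0% = median of the neutral control wells and 100% = twice that signal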
SKKanGAS inh: SKKanGAS growth inhibition | 300,000 compounds, 1.3% hits | AID 1662 | inhibition, % at 7.5 µM | S. pyogenes SKKanGAS, kanamycin growth, BacTiter-Glo, 6 h;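 active means mean replicate score, as percent of positive control median, at least 50; inconclusive means mean below 50 but one replicate at or above 50; inactive means mean and every replicate below 50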;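 further: strain carries kanamycin resistance gene driven by streptokinase promoter and grows in 40 µg/ml kanamycin; loss of luminescence reflects streptokinase promoter inhibition or plain growth inhibition; 0% = median of DMSO wells and 100% = positive control at its reference dose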
HSP90 refold inh: HSP90 refolding inhibition in rabbit reticulocyte lysate; luciferase refolding luminescence, 3 h; inhibition, % at 5.6 µM; 290,000 compounds, 0.91% hits; AID 1789;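 active means inhibition above the screen-wide mean plus 3 SD, computed separately per campaign, cut at about 16% in these data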;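 further: 0% = DMSO wells and 100% = 60 µM geldanamycin wells; inhibitors lower the luminescence because luciferase stays unfolded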
IEC-6 cytotox: counter-screen for KLF5 inhibitors: cytotoxicity in IEC-6 cells; IEC-6 cytotoxicity, luminescence viability; inhibition, % at 5 µM; 290,000 compounds, 0.78% hits; in the data active means inhibition above about 22%;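 further: 0% = plate median of test compound wells and 100% = cytotoxic reference compound wells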
AI-2 QS mod: Vibrio harveyi AI-2 quorum sensing modulation. activity change, % at 7.5 µM. Vibrio harveyi JMH597 AI-2 luminescence/OD600 ratio, 9 h; active compounds read low; strain lacks LuxN and CqsS sensors; 0 = neutral-control median. 300,000 compounds, 0.4% hits. AID 2094; in the data active means activity change below about -75%, passing the limit was not always enough; inconclusive means no clear call, values can overlap the other calls;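 further: luminescence divided by OD600 gain over 9 h not by final OD600 alone; inactives centre near 13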
aSyn 5UTR inh: 5' untranslated region of α-synuclein, MLPCN primary screen | alpha-synuclein 5'UTR reporter, inhibitor activity | inhibition, % (tested at 7.5 µM) | 300,000 compounds, 0.82% hits | AID 1813; in the data active means inhibition above about 60%; inconclusive means no clear call, values can overlap the other calls;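 further: H4 neuroglioblastoma cells stably carrying SNCA 5'UTR luciferase fusion; 0% = DMSO wells and 100% = positive control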
Starred values were filed as active, the others as inactive; ? = inconclusive; / = no result given.

cpd	molecule	AI-2 QS mod	SKKanGAS inh	HIF act	HSF1 inh	KLF5 inh	HSP90 refold inh	IEC-6 cytotox	aSyn 5UTR inh	HSF1 activator	Platelet DG rel
1	COc1cccc(C(=O)Oc2ccccc2/C=C\C(=O)c2cc3ccccc3o2)c1	8	-6	2.6	129	-35	0	6	-192	131*	7
2	O=C(NCc1cccnc1)c1cccc2c1C(=O)N(C1CCCCC1)C2	19	-4	-0.6	-3	5	-1	-2	34	-4	2
3	O=C(Nc1nc2c(s1)CCCC2=O)c1cnccn1	40	6	0.7	-6	-48	-3	3	-88	-2	-6
4	COc1ccccc1C(=O)C1CCCN(C(=O)c2snnc2C)C1 (centres undefined)	10	17	0.2	5	12	-1	2	-3	13	-3
5	Cn1nnc2cc(NC(=O)Nc3cccc(Cl)c3)ccc21	4	1	6.1	17	-172	0	-1	-151	47	0
6	Cc1nc2cc(C(=O)O)ccc2n1-c1ccc(F)cc1F	24	6	-0.5	-10	-33	-1	-6	12	2	-2
7	Cn1cccc1Cc1nnc(SCC(=O)Nc2ccccc2F)n1-c1ccc(F)cc1	23	0	-0.1	-2	1	0	-6	-2	-18	-3
8	CC(C)NC(=O)c1onc(CSc2cccc3ccccc23)c1C(=O)O	13	25	-2.5	0	-36	-6	6	-32	-13	0
9	O=S1(=O)CCOC[C@H](CC2CCCCC2)N1Cc1ccccc1	11	4	-2.2	-2	-9	-3	-5	13	1	-3
10	CCCCCn1c(CCNC(=O)CCC)nc2ccccc21	12	1	-0.1	-1	-17	3	-4	17	-2	-1
11	COc1cccc(NC(=O)Cn2c(=O)n(CC3CCCO3)c(=O)c3ccccc32)c1 (centres undefined)	21	-2	0.0	5	-25	2	-1	3	3	-1
12	O=C1CN(C(=O)/C=C/c2ccccc2)CCN1	11	-3	-0.1	-7	-7	2	-2	-9	-6	10
13	Cc1ccccc1C(=O)NC(=S)Nc1sc2c(c1C#N)CCC(C)C2 (centres undefined)	-5	42	0.8	5	9	0	2	-25	12	-8
14	Cc1ccc(C(=O)NC(NC(=S)Nc2ccc(S(N)(=O)=O)cc2)C(Cl)(Cl)Cl)cc1 (centres undefined)	11	-1	0.0	12	-17	6	-2	14	42	-10
15	CN(C)c1ccc(P(=O)(OCc2ccccc2)C(O)c2ccc(Br)cc2)cc1 (centres undefined)	16	5	-0.5	8	-10	-2	1	17	23	-9
16	COc1ccc(CCC(C)Nc2cccc(C)c2)cc1 (centres undefined)	-5	-3	-0.9	4	26	4	-8	6	19	2
17	O=C(NCc1ccccc1)C1CCN(C(=O)NCc2ccccc2)CC1	17	-2	-0.2	-1	-10	1	4	13	1	-3
18	NC(=O)CN1C(=O)C(O)(CC(=O)c2ccccc2O)c2ccccc21 (centres undefined)	23	0	/	-3	-2	1	8	-22	-5	-4
19	O=P(/C(=N/O)Sc1ccccc1)(N1CCOCC1)N1CCOCC1	1	1	0.1	-5	-18	5	4	2	-4	1
20	CCC1CCCN1Cn1cnc2c([nH]c3ccccc32)c1=O (centres undefined)	9	-1	-0.1	-7	-2	-3	-1	17	-1	-14
21	COC(=O)C(C(=O)OC)C(C[N+](=O)[O-])c1ccc(OC)c(OC)c1 (centres undefined)	9	-6	0.0	-6	-8	-4	0	21	11	7
22	Cc1cc(CNC(=O)C(C)n2cc([N+](=O)[O-])cn2)c2ccccc2n1 (centres undefined)	22	2	1.4	-6	-21	6	-6	12	3	0
23	CC1=CC2=NC(=O)/C(=C\c3ccc(OC(=O)c4ccco4)cc3)C(=N)N2O1	1	3	-0.4	-5	11	6	2	0	-19	-4
24	O=C(CCN1C(=O)/C(=C/c2ccc(F)cc2)SC1=S)N[C@@H](CO)Cc1ccccc1	15	-1	-0.2	4	-3	-1	2	-18	18	3
25	Cc1ccc(S(=O)(=O)N(CC(=O)NCc2ccco2)Cc2ccc(F)cc2)cc1	-23	-10	-4.5	38	-15	1	2	4	?	-7
26	CC(=O)Nc1ccc(C)c(NS(=O)(=O)c2cccc(C(F)(F)F)c2)c1	-2	-7	-0.8	0	-14	0	0	-16	6	2
27	CC1=CCC(C(=O)O)(C(=O)N/N=C/c2cccs2)C(c2ccc(Cl)cc2)C1 (centres undefined)	18	6	0.0	-5	-2	0	1	-7	-1	2
28	CCCn1nnnc1NCc1ccc(N2CCCC2)cc1	12	-3	-0.6	-1	6	-1	2	5	-7	-1
29	COc1ccc(OC)c(Nc2cc(C(=O)NCCCN3CCOCC3)c3ccccc3n2)c1	-13	6	-0.2	-3	-25	3	4	9	5	-3
30	CC(C)CC(NC(N)=O)C(=O)Nc1ccc2c(c1)OCO2 (centres undefined)	37	/	0.8	12	-25	-1	-4	-39	21	-3

Following part:
cpd	molecule	AI-2 QS mod	SKKanGAS inh	HIF act	HSF1 inh	KLF5 inh	HSP90 refold inh	IEC-6 cytotox	aSyn 5UTR inh	HSF1 activator	Platelet DG rel
31	Cc1ccccc1Nc1nc(N2CCOCC2)nc(N2CCOCC2)n1	8	-1	-0.4	-3	2	-5	-2	16	-5	0
32	O=C(CN1CCOCC1)NC1CC2CCC1C2 (centres undefined)	6	-6	0.0	1	-27	-2	5	-15	4	-1
33	Cc1nc(Nc2ccc(F)cc2)[nH]c(=O)c1CCC(C)C	9	16	-0.1	-2	-2	2	0	-18	4	-2
34	CC(/C=N/Nc1nc2ccccc2[nH]1)=C\c1ccccc1	10	-18	0.1	-2	-179	4	6	-70	-6	-6
35	Cc1ccccc1NC(=O)C(C)Sc1nnc(-c2ccncc2)n1CC1CCCO1 (centres undefined)	40	-2	0.1	6	-36	-2	-8	11	4	-2
36	Cn1c(=O)[nH]c(Nc2ccccc2)c([N+](=O)[O-])c1=O	11	5	-0.5	3	-5	-4	-4	3	-5	3
37	COc1ccc(C(C)NC(=S)NC2CCCCC2)cc1OC (centres undefined)	8	1	0.1	-75*	-30	4	-4	3	-80	-7
38	Cc1ccc(C(=O)N/C(=C\c2ccccc2)C(=O)NCC2CCCO2)cc1 (centres undefined)	21	0	0.3	4	-21	0	-2	-18	-1	-3
39	CSc1ccccc1NC(=O)c1ccc(CN2CCOCC2)cc1	1	0	0.1	5	-52	3	4	-97	21	3
40	O=C(CSc1nc2ccccc2[nH]1)Nc1c(F)cccc1F	22	-9	0.1	-4	-28	1	3	8	8	-5
41	Nc1nnc(-c2cn(-c3ccccc3)nc2-c2ccc(Cl)cc2)o1	18	-7	-0.4	-6	-24	0	9	2	-12	3
42	Cc1c(C(=O)Nc2cccc(Cl)c2)c2ccccn2c1CCc1ccncc1	60	4	0.2	-4	18	5	8	-103	27	0
43	O=C(Nc1ccc(Cl)cc1N1CCOCC1)C1CCCO1 (centres undefined)	9	-5	-0.2	-8	-12	3	-1	9	-14	11
44	O=C(CN(C(=O)c1csnn1)c1cccc2c1CCCC2)NCc1ccccc1	8	-3	1.1	-3	7	1	-4	-7	-4	4
45	CCCCCOC(=O)C1=C(C)NC(=O)NC1c1ccccc1OCC (centres undefined)	29	4	-0.2	6	-14	0	3	15	-2	-3
46	C=CC[C@@H]1C=C(C)C[C@H](C)C[C@H](OC)[C@H]2O[C@@](O)(C(=O)C(=O)N3CCCC[C@H]3C(=O)O[C@H](/C(C)=C/[C@@H]3CC[C@@H](O)[C@H](OC)C3)[C@H](C)[C@@H](O)CC1=O)[C@H](C)C[C@@H]2OC	4	5	-0.5	-1	/	/	/	1	5	-6
47	COc1cccc(N2CCN(C(=O)CCCCCn3c(=S)[nH]c4cc5c(cc4c3=O)OCO5)CC2)c1	2	4	-1.9	1	-11	6	3	23	16	1
48	O=C(COc1ccccc1)NNC1=NS(=O)(=O)c2ccccc21	-1	-2	0.5	-5	-26	1	-2	-6	12	-3
49	COc1ccc(S(=O)(=O)/N=C2\C=C(Nc3ccc(O)cc3)C(=O)c3ccccc32)cc1	-21	103*	-7.0	-94*	104*	96*	101*	100*	-95	10
50	CCCn1c(C)cc(C(=O)Cn2nnc3ccccc3c2=O)c1C	25	-2	-1.3	25	-127	5	-2	-44	47	0
51	Cc1ccc(C)c(S(=O)(=O)c2c(C)cc(C)nc2Cl)c1	20	14	-0.2	-5	-10	3	2	19	-2	-6
52	COc1ccc(CN(C)CC(=O)Nc2cc3oc4ccccc4c3cc2OC)c(OC)c1	19	2	0.2	1	13	0	7	5	13	4
53	O=C1C(=O)N(CCN2CCOCC2)C(c2ccccc2)/C1=C(\O)c1ccc2c(c1)OCCO2 (centres undefined)	27	0	1.0	-15	-33	0	-2	4	-22	12
54	CC(=O)C1=C(O)C(=O)N(Cc2ccco2)C1c1ccccc1F (centres undefined)	11	0	0.7	-3	10	2	0	-1	35	0
55	N=c1c(C(=O)NCC2CCCO2)cc2c(=O)n3ccccc3nc2n1C1CCCCC1 (centres undefined)	15	-13	1.6	-1	-3	-2	-6	12	-10	-13
56	Cc1nc2c(C(=O)NCc3ccc4c(c3)OCO4)c[nH]n2c(=O)c1Cc1ccccc1F	31	39	-0.2	7	-8	-8	-7	16	-3	0

Random draw from the library; about 6% have a hit in one of these screens.
